# Screens from PubChem.
# GC-A act: GC-A (human) enzyme activation; P16066; HEK293 GC-A cells, cGMP TR-FRET, EC30 ANP; 0% at EC30 ANP, 100% saturating ANP; activation, % at 10 µM; hit rate 0.14% among 370,000; AID 1671463; in the data active means activation above about 40%
# hcDAF-12 act: H. contortus DAF-12 activation, primary screen | HEK293 hcDAF-12 lit1-tk-luc reporter, luminescence; 0% DMSO, 100% Δ7-dafachronic acid | activation, % at 6.8 µM | hit rate 1.4% among 370,000;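 active means activation above the mean of all tested compounds plus 3 SD, cut at about 5.5% in these data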;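 further: 100% = response to 3 µM Δ7-dafachronic acid high control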
# DAX1 inh-1: DAX1 (NR0B1) inhibition, primary screen; hit rate 1.1% among 370,000; HEK293T StAR-luciferase reporter, SF-1/DAX-1 repression relief; inhibition, % at 6.8 µM; AID 652010;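 active means inhibition above the mean over all tested compounds plus 3 SD, cut at about 3.6% in these data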;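 further: 0% = DAX-1 cells with DMSO and 100% = cells lacking DAX-1 with DMSO; higher inhibition means more luminescence from relief of DAX-1 repression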
# ADAM10 inh: inhibits human ADAM10 | O14672 | recombinant ADAM10, EDANS/DABCYL FRET peptide cleavage, 3 h | inhibition, % at 7 µM | hit rate 0.62% among 370,000 | AID 720582;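 active means inhibition above a per-campaign cutoff equal to the mean of compounds falling between control-based bounds plus 3 SD, cut at about 20% in these data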;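 further: 0% = DMSO wells while the 100% control is not disclosed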
# Target sequence (O14672 214-748 limits assumed): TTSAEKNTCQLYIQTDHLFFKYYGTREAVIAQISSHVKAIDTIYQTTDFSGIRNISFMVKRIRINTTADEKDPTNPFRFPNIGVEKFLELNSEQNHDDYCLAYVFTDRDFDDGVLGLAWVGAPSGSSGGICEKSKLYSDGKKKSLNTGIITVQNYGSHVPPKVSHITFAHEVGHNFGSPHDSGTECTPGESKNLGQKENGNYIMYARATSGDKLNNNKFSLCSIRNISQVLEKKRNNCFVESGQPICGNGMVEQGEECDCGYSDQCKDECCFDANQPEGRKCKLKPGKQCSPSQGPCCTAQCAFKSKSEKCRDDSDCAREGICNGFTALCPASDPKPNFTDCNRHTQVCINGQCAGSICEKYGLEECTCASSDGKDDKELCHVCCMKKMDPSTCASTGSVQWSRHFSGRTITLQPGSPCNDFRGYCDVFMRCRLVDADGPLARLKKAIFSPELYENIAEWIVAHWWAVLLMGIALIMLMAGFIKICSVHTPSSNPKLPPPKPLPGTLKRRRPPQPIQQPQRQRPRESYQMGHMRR
# NPR2 activator: GC-B (human) receptor activation; hit rate 0.11% among 370,000; HEK293-GC-B cells, CNP EC30, cGMP TR-FRET; 0% at EC30 CNP, 100% saturating CNP; activation, % at 10 µM; P20594;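 active means activation at 10 µM reaching about 35% in either raw or pattern-adjusted values, limit read from the data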
# hgDAF12 agonist: agonists of H. glycines DAF-12 nuclear receptor; HEK293 GAL4-hgDAF12 UAS-luciferase reporter, agonist luminescence; normalized to butyrate control; activation, % at 6.8 µM; hit rate 1.8% among 370,000; AID 687014;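 active means activation above a cutoff set at the mean of all screened compounds plus 3 SD, cut at about 10% in these data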;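 further: 0% = DMSO wells and 100% = sodium butyrate wells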
# SMARCA2 activ: increases SMARCA2 function in MMTV reporter cells. MG213 cells, MMTV-luciferase reporter, dexamethasone, overnight. activation, % at 9.1 µM. hit rate 1% among 370,000. AID 652017; in the data active means activation above about 7.8%;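 further: 0% = vehicle wells and 100% = reference activator wells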
# FXN GAA850 act: frataxin GAA850 promoter activation; HEK293 lucGAA850 FXN promoter luciferase reporter, 24 h; percent of 10 µM SAHA response; activation, % at 6 µM; hit rate 0.56% among 360,000; AID 540364;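 active means activation above the average of all compounds screened plus 3 SD, cutoff fixed separately per campaign, cut at about 7.5% in these data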;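 further: 0% = DMSO wells and 100% = 10 µM SAHA wells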
# ssDAF-12 act: activators of S. stercoralis DAF-12 nuclear receptor; hit rate 1% among 370,000; HEK293 ssDAF-12/GRIP1 lit1-tk-luc reporter, luminescence; % of 3 µM dafachronic acid response; AID 652126; activation, % at 6.8 µM;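 active means activation above the mean over all tested compounds plus 3 SD, cut at about 0.9% in these data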;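 further: 0% = DMSO-only wells and 100% = 3 µM delta7-dafachronic acid wells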
# DAX1 inh-2: NR0B1 (DAX1) inhibition; P51843; HEK293 Gal4-DAX1 luciferase reporter, luminescence; inhibition, % at 6.75 µM; hit rate 0.99% among 340,000; AID 504766;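 active means inhibition above the mean over all tested compounds plus 3 SD, cut at about 4.2% in these data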;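 further: 0% = DAX1-transfected cells with DMSO and 100% = empty-vector control cells with DMSO; inhibition shows as a rise in luminescence from relieved DAX1 repression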
# HGIII-sPLA2 inh: Inhibits HGIII-sPLA2 liposome hydrolysis, primary screen. AID 743126. QFRET BODIPY PC-A2 liposome hydrolysis, fluorescence. Q9NZ20. inhibition, % at 12.2 µM. hit rate 0.56% among 370,000;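 active means inhibition above mean plus 3 SD of compounds lying within the high and low control bounds, cut at about 19% in these data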;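 further: 0% = median of test compound wells and 100% = no enzyme DMSO wells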
# Target sequence (Q9NZ20 whole entry, looked up): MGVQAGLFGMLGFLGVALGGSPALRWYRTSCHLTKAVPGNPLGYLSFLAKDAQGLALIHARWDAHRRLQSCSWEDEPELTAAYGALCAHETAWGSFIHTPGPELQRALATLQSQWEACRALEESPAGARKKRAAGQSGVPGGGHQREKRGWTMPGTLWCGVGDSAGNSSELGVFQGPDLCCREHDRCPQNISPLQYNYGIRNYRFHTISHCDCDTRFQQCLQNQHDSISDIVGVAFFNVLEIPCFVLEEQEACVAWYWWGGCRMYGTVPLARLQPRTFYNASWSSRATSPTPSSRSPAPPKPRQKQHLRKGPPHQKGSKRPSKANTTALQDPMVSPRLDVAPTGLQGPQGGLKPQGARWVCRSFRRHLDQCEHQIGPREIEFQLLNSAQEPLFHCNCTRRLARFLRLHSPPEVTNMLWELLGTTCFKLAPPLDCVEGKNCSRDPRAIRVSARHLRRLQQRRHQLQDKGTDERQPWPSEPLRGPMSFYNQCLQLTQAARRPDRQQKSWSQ
# The depositor's hits bear a star; nt = not tested or not shown.
# Short keys: A = GC-A act; B = hcDAF-12 act; C = DAX1 inh-1; D = ADAM10 inh; E = NPR2 activator; F = hgDAF12 agonist; G = SMARCA2 activ; H = FXN GAA850 act; I = ssDAF-12 act; J = DAX1 inh-2; K = HGIII-sPLA2 inh
> CCOC(=O)C1(Cc2cccc(OC)c2)CCCN(Cc2nccn2CC)C1 (stereo not given)
  A: -4; B: -1.6; C: -1.2; D: -5; E: -1; F: -1.1; G: -2; H: -3.0; I: -1.7; J: 0.1; K: 4
> CCOC(=O)C1=C(C)NC(C)=C(C(=O)OCC)C1c1cn(-c2ccccc2)nc1-c1ccco1
  A: -16; B: -1.2; C: -0.4; D: -11; E: -16; F: 2.2; G: 1; H: -1.2; I: -0.9; J: -0.7; K: -5
> CS(=O)(=O)N(CCc1ccccc1)CC(=O)N1CCN(Cc2ccccc2)CC1
  A: -3; B: -2.3; C: -2.6; D: 0; E: 0; F: -3.9; G: -4; H: -2.8; I: -1.9; J: -1.3; K: -6
> Cc1ccc2nc(N3C(=O)C(O)=C(C(=O)c4ccco4)C3c3cccs3)sc2c1 (stereo not given)
  A: 0; B: 9.1*; C: 5.3*; D: -1; E: 4; F: 13*; G: 12*; H: 2.0; I: 0.8; J: 1.1; K: 2
> Cn1cc(/C=N/n2cnc3scc(-c4ccccc4)c3c2=O)c2ccccc21
  A: 2; B: -1.8; C: -2.4; D: -1; E: -7; F: 1.0; G: -3; H: -4.7; I: -0.8; J: -1.3; K: 0
> O=C(CSc1nnc(CNC(=O)c2cccc(C(F)(F)F)c2)o1)NC1CCCCC1
  A: -1; B: -0.6; C: 0.7; D: -4; E: 4; F: 0.3; G: 1; H: 0.9; I: -1.1; J: -0.5; K: -3
> Cn1cccc1C(=O)NC(=O)COC(=O)c1cc([N+](=O)[O-])ccc1Cl
  A: -2; B: 1.6; C: -1.0; D: -11; E: 1; F: -1.8; G: -6; H: 1.4; I: -1.9; J: -0.7; K: 4
> CCC(C)(C(=O)NC1CCCC1)N(CC1CCCO1)C(=O)c1ccc2c(c1)OCO2 (stereo not given)
  A: -4; B: -1.5; C: -0.5; D: 4; E: -11; F: -0.7; G: -3; H: -1.0; I: -1.1; J: 1.2; K: -3
> CN(CCO)c1cccc2c1S(=O)(=O)N(Cc1cn(Cc3cccc(C(F)(F)F)c3)nn1)Cc1ccccc1O2
  A: 1; B: 0.6; C: -0.3; D: -9; E: 4; F: 1.4; G: 2; H: nt; I: -0.1; J: nt; K: -15
> CC(=O)Nn1c(-c2ccccc2)cc2ccccc21
  A: 0; B: 1.3; C: -0.3; D: -5; E: -1; F: 0.1; G: 0; H: -1.7; I: -0.9; J: 1.4; K: 1
> CC(=O)c1ccccc1-c1csc2ncnc(Sc3nnnn3C)c12
  A: 0; B: -1.0; C: -0.8; D: 76*; E: 7; F: -2.6; G: 3; H: 1.1; I: -1.1; J: -1.0; K: 3
> O=C(CSc1ccc(-c2ccccn2)nn1)Nc1ccccc1
  A: 0; B: 0.4; C: -0.3; D: 2; E: 6; F: -2.2; G: -2; H: 0.8; I: -1.3; J: 2.5; K: 5
> Cc1cc(C(F)(F)F)n2nc(-c3cnn(C)c3C(F)(F)F)c(Br)c2n1
  A: -5; B: -0.8; C: -0.8; D: 5; E: -6; F: -2.6; G: 3; H: 1.7; I: -1.3; J: -0.4; K: -9
> CN(CC(=O)Nc1ccc(Cl)cc1)CC(=O)Nc1cc(Cl)ccc1C#N
  A: -1; B: 1.0; C: -0.8; D: -1; E: -7; F: -2.7; G: -4; H: 2.0; I: -1.6; J: -0.7; K: -11
> C=CCn1c(N)cc(=O)nc1SCC(=O)Nc1ccc(C)cc1
  A: 6; B: 0.8; C: -0.6; D: -21; E: 6; F: 1.3; G: 0; H: -2.5; I: -1.6; J: 1.3; K: -7
> S=c1[nH]nc(C2CCCCC2)n1/N=C/c1ccccn1
  A: 2; B: -1.4; C: 0.2; D: 1; E: 0; F: 5.7; G: -1; H: 0.7; I: -0.7; J: 2.3; K: 6
> C=CCOc1ccc(C2=NOC(C(=O)Nc3ccc4c(c3)OCCO4)C2)cc1 (stereo not given)
  A: -6; B: -0.5; C: -0.8; D: 6; E: -3; F: 3.3; G: -3; H: 0.7; I: -0.7; J: 2.2; K: -15
> COc1ccc(-n2c(Cn3c(=O)sc4ccccc43)nnc2SC)cc1
  A: -4; B: -0.6; C: 1.3; D: 6; E: -3; F: 0.9; G: -2; H: 0.3; I: -0.7; J: 1.7; K: 3
> C#CCNC(=O)C1=C[C@H](C)[C@@H](CCCO)[C@H](OCC)O1
  A: 1; B: -0.9; C: -0.6; D: 5; E: 4; F: 1.0; G: 0; H: -0.6; I: -1.4; J: 0.7; K: 4
> COc1cccc(N2CN(CCc3ccccc3)CNC2=S)c1
  A: -1; B: 1.0; C: -0.3; D: -3; E: 0; F: -0.5; G: -2; H: 0.4; I: -0.9; J: nt; K: 8
> CN(c1ccccc1)c1nc(-n2ccnc2)nc(-n2ccnc2)n1
  A: -4; B: 0.8; C: -0.8; D: 10; E: -3; F: 0.8; G: 4; H: 4.3; I: -1.0; J: -1.1; K: -5
> CCC(C)Sc1ccc([C@H]2N[C@@](C)(C(=O)OC)[C@H]3C(=O)N(C)C(=O)[C@@H]23)cc1OC (stereo not given in full)
  A: 2; B: -0.8; C: -0.2; D: -1; E: 4; F: 2.0; G: 0; H: 0.1; I: -0.3; J: 1.4; K: 7
> Nn1c(SCc2cccc3ccccc23)nnc1-c1cc(-c2ccc(Cl)cc2)n[nH]1
  A: -1; B: -3.0; C: -1.2; D: -8; E: -2; F: 1.6; G: -7; H: nt; I: -1.6; J: nt; K: -4
> C/C(=N/NC(=O)CN(c1ccccc1)S(=O)(=O)c1ccccc1)c1ccccc1O
  A: 0; B: -3.3; C: -1.1; D: 0; E: 6; F: -3.1; G: -3; H: -2.2; I: -1.6; J: 1.2; K: 24*
> COc1ccc(-n2c(C)cc(/C=C3\SC(=O)NC3=O)c2C)cc1
  A: -5; B: 1.9; C: 0.4; D: -1; E: 0; F: 6.7; G: 2; H: 3.3; I: -0.8; J: 0.6; K: -2

# (next part)
canonical_smiles | GC-A act | hcDAF-12 act | DAX1 inh-1 | ADAM10 inh | NPR2 activator | hgDAF12 agonist | SMARCA2 activ | FXN GAA850 act | ssDAF-12 act | DAX1 inh-2 | HGIII-sPLA2 inh
O=C(CNC(=O)c1ccccc1F)NCc1ccccn1 | 1 | 0.7 | 1.5 | -5 | 0 | 1.3 | 0 | 2.4 | -1.2 | 0.1 | -3
CCCc1nc2c3ccccc3ccn2c1Cc1ccccc1 | -10 | 7.0* | 4.1* | -32 | -2 | 23* | 0 | nt | 1.3* | nt | -2
C=CCN1C(=O)c2ccc(C(=O)N(CC(C)C)c3c(N)n(CCCC)c(=O)[nH]c3=O)cc2C1=O | 4 | -0.6 | -0.6 | -23 | 2 | 0.4 | -1 | 0.3 | -0.9 | 0.1 | 1
CC(C)C(NC(=O)c1ccc(C(C)(C)C)cc1)C(=O)NCC1(N(C)C)CCCCC1 (stereo not given) | 0 | 0.1 | 0.1 | -1 | 1 | -0.9 | -1 | 0.2 | -1.0 | 1.2 | -6
COCCn1c(SCC(=O)Nc2ccc3c(c2)OCCO3)nnc1-c1ccncc1 | -2 | -1.4 | -0.6 | -18 | 1 | 0.7 | 0 | -0.6 | -1.4 | -1.6 | 12
Cc1cc(C)c(S(=O)(=O)N2CCCCC2)cc1N(C)S(=O)(=O)c1ccc(Cl)cc1 | -5 | -3.1 | -1.6 | 13 | -1 | -3.0 | -4 | 2.7 | -1.6 | 0.2 | -15
Cc1ccc(CCNc2ncnc(Cl)c2N)cc1 | 3 | -4.1 | -3.0 | -15 | 4 | -5.3 | -4 | -3.5 | -2.0 | -4.7 | 0
CC(=O)/C=C1\SC(CC(=O)O)C(=O)N1c1ccccc1 (stereo not given) | -1 | 0.5 | -0.2 | -3 | 0 | -1.8 | 1 | 1.0 | -1.0 | 0.0 | -4
CC(=O)C(Sc1nc(N(C)C)nc(N(C)C)n1)C(=O)Nc1ccccc1 (stereo not given) | -5 | 1.5 | 0.3 | 9 | 0 | -0.1 | 0 | -0.7 | -0.7 | 0.5 | 3
Cn1c(=O)[nH]c(=O)c2c1nc(Br)n2CC(O)c1ccccc1 (stereo not given) | -1 | -1.1 | 0.1 | 0 | -1 | -0.1 | 0 | 0.2 | -0.7 | 0.0 | -1
CCCC(=O)Nc1cc(S(=O)(=O)N(CC)CC)ccc1Cl | 3 | 0.0 | 0.6 | -1 | 4 | 0.1 | -4 | 2.7 | -0.2 | 0.9 | -5
O=C(/C=C/NNC(=O)c1ccccc1O)c1ccccc1 | 0 | 0.2 | 0.3 | -5 | 2 | -1.0 | -1 | 3.3 | -0.6 | 0.4 | 2
CC(C)=C1C2CCC1C(C(=O)Nc1cc(C)cc(C)c1)C2C(=O)O (stereo not given) | 0 | -0.6 | -0.4 | -4 | 1 | -0.5 | 0 | 2.5 | -0.8 | -0.7 | -3
C=CCNC(=O)c1ccc2c(=O)n(CCCN3CCCC3=O)c(=S)[nH]c2c1 | 1 | -0.3 | -0.2 | 1 | -3 | 3.6 | -2 | 0.6 | -0.5 | -0.5 | -1
COC(=O)c1c(NC(=O)c2cccnc2Cl)sc(C(=O)N(C)C)c1C | 1 | -0.5 | -0.5 | -3 | -2 | 0.7 | 2 | 0.3 | -1.0 | 0.1 | 9
COc1ccc(-c2nnc(SCC(=O)Nc3ccc(C(=O)O)cc3)n2-c2ccc(Cl)cc2)cc1 | 3 | 2.1 | -0.4 | 1 | 3 | 0.5 | 4 | -0.1 | -1.0 | 1.1 | -23
COc1cc(C2C(C(=O)OC(C)C)=C(C)Nc3ncnn32)cc(OC)c1OC (stereo not given) | -4 | -1.4 | 0.6 | -11 | -4 | 5.0 | 0 | -0.5 | -1.2 | 0.1 | -1

# A draw from above in order of molar mass, rising:
canonical_smiles | GC-A act | hcDAF-12 act | DAX1 inh-1 | ADAM10 inh | NPR2 activator | hgDAF12 agonist | SMARCA2 activ | FXN GAA850 act | ssDAF-12 act | DAX1 inh-2 | HGIII-sPLA2 inh
Cc1ccc(CCNc2ncnc(Cl)c2N)cc1 | 3 | -4.1 | -3.0 | -15 | 4 | -5.3 | -4 | -3.5 | -2.0 | -4.7 | 0
CC(=O)/C=C1\SC(CC(=O)O)C(=O)N1c1ccccc1 (stereo not given) | -1 | 0.5 | -0.2 | -3 | 0 | -1.8 | 1 | 1.0 | -1.0 | 0.0 | -4
CC(=O)C(Sc1nc(N(C)C)nc(N(C)C)n1)C(=O)Nc1ccccc1 (stereo not given) | -5 | 1.5 | 0.3 | 9 | 0 | -0.1 | 0 | -0.7 | -0.7 | 0.5 | 3
CC(C)C(NC(=O)c1ccc(C(C)(C)C)cc1)C(=O)NCC1(N(C)C)CCCCC1 (stereo not given) | 0 | 0.1 | 0.1 | -1 | 1 | -0.9 | -1 | 0.2 | -1.0 | 1.2 | -6
C=CCN1C(=O)c2ccc(C(=O)N(CC(C)C)c3c(N)n(CCCC)c(=O)[nH]c3=O)cc2C1=O | 4 | -0.6 | -0.6 | -23 | 2 | 0.4 | -1 | 0.3 | -0.9 | 0.1 | 1

# Rows are unselected; any-hit rate near 6.6%.
